rCAG RNA binder: molecules binding r(CAG) RNA repeats. AID 651821. inhibition, % at 3 µM. actives 1.3% (n = 370,000). r(CAG) RNA repeat, TO-PRO-1 dye displacement fluorescence;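 active = inhibition above the plate cutoff, the mean of all test compounds on that plate plus 3 SD, cut at about 35% in these data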;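 also: 0% = DMSO alone and 100% = 100 µM mitoxantrone as full dye displacement; higher means more dye released from RNA so lower well fluorescence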
PRMT1 FP inh: blocks human protein arginine methyltransferase 1. Q99873. recombinant PRMT1, activity-based probe fluorescence polarization. inhibition, % at 2.79 µM. actives 1.3% (n = 370,000). AID 652257;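 active = inhibition above about 21% made by adding two undisclosed values, limit read from the data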
UHRF1 binding: blocks human UHRF1 binding to methylated DNA; AID 687016; inhibition, % at 4.4 µM; Q96T88; actives 0.75% (n = 370,000); UHRF1 binding to methylated oligo, TR-FRET; in the data active = inhibition above about 21%;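 also: UHRF1 SRA domain binding a hemimethylated CpG hairpin DNA probe; 0% = median of test compound wells and 100% = reference inhibitor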
Target sequence (Q96T88 whole entry, looked up, the tested form may be a part): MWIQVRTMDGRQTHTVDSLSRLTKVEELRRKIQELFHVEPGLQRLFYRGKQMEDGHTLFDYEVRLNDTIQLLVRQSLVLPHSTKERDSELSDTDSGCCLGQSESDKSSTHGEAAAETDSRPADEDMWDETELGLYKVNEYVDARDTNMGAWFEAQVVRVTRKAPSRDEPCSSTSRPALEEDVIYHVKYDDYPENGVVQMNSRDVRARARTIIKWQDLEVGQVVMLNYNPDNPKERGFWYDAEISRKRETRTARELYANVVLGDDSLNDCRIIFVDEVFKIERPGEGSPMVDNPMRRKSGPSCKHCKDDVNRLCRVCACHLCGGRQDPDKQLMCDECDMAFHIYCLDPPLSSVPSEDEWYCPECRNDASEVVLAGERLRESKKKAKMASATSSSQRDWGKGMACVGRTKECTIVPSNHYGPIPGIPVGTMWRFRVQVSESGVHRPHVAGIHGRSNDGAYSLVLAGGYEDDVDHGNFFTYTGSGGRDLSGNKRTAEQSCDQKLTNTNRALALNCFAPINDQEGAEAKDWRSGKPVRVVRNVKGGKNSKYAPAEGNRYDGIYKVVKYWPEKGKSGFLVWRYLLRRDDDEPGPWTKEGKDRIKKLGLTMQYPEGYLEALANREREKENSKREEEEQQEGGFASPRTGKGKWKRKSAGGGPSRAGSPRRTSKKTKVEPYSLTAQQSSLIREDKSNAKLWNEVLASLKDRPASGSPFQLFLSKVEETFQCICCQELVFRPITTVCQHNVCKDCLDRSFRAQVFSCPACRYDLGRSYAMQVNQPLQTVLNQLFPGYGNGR
PG9 Ab binder: small molecules binding HIV-1 gp120 antibody PG9. AID 624416. actives 0.43% (n = 360,000). TR-FRET gp120-PG9 antibody binding. inhibition, % at 6.7 µM; in the data active = inhibition above about 8.5%
Rev-erbA mod: modulates human Rev-erb alpha binding to DNA | P20393 | Rev-erbα–FITC-DNA binding, fluorescence polarization, 90 min | activity, % at 10 µM | actives 0.79% (n = 370,000) | AID 1259318;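 active = activity above about 14%, limit read from the data; passing the limit was not always enough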;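 also: 0% = DMSO wells with 35 nM protein and 100% = DMSO wells with 750 nM protein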
HTRA1 inh: inhibitors of human serine peptidase HTRA1; recombinant HTRA1, FP-rhodamine activity-based probe, fluorescence polarization; actives 0.5% (n = 340,000); inhibition, % at 5.96 µM; Q92743; AID 504803; in the data active = inhibition above about 36%;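 also: 0% = enzyme with DMSO and 100% = wells lacking enzyme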
LEDGF integ inh: blocks HIV-1 LEDGF/p75-dependent DNA integration; TR-FRET IN-LEDGF/p75 DNA integration, Eu/Cy5; actives 0.64% (n = 370,000); inhibition, % at 3.7 µM;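 active = inhibition above the screen-wide mean plus 3 SD, cut at about 13% in these data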;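 also: signal is the Cy5 over europium emission ratio at 671 and 618 nm; 0% = plate median of compound wells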
mABHD4 FP: ABHD4 (mouse) inhibition, primary FP screen; purified mABHD4, FP-Rh probe fluorescence polarization; Q8VD66; inhibition, % at 8.92 µM; AID 720543; actives 0.54% (n = 370,000);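 active = inhibition exceeding the mean over every tested compound plus 3 SD, cut at about 30% in these data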;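 also: 0% = plate median of compound wells and 100% = S159A mutant with DMSO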
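Test system: mouse ABHD4 enzyme, wild type. Reagent: FP-Rh fluorescent activity-based probe, added after compound pre-incubation. Timing: pre-incubation 45 min, probe exposure 60 min, at 25 °C. Technique: FP readout, ex 525 nm / em 598 nm. Benchmarks: high control S159A mutant with DMSO, low control median of compound wells.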
TCR CD3 inh: inhibitors of human TCR-CD3 interaction; TAMRA-labeled TCR probe fluorescence, biochemical; inhibition, % at 9.4 µM; actives 0.37% (n = 360,000); in the data active = inhibition above about 19%;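 also: recombinant mutant TCR 2C K166C tagged with TAMRA read by polarization; 0% = receptor in buffer alone and 100% = receptor with positive control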
MBD2 inh: inhibitors of human MBD2 binding to methylated oligonucleotide; TR-FRET; inhibition, % at 4.4 µM; Q9UBB5; AID 686964; actives 0.31% (n = 370,000); in the data active = inhibition above about 13%
Starred values were filed as active, the others as inactive; nt = not tested or not shown; & = joins results of further samples. A portion of the library. The share of hits here may be higher or lower than overall.

SMILES	rCAG RNA binder	PRMT1 FP inh	UHRF1 binding	PG9 Ab binder	Rev-erbA mod	HTRA1 inh	LEDGF integ inh	mABHD4 FP	TCR CD3 inh	MBD2 inh
O=C(O)Cc1ccc(O)c(F)c1	2.8	-4.1	0.8	-2.2	7.0	3.6	1.7	-5.5	-2.5	-6.8
O=C(Nc1ccc(N2CCOCC2)cc1N1CCOCC1)c1ccc([N+](=O)[O-])cc1	-2.3	-1.4	1.4	-0.4	-0.5	4.1	-1.4	4.8	-1.1	0.9
O=C(Nc1ccc(S(=O)(=O)N2CCCC2)cc1)c1ccc(OCC2CCCO2)cc1 (stereo unspecified)	1.9	-5.0	0.1	-2.6	3.8	-0.8	0.1	-10.1	5.0	0.5
CCOC(=O)/C(=C\C=C\N1CCOCC1)C(C)=O	-0.1	1.1	15.1	-0.8	-3.9	3.7	2.1	15.8	-1.4	1.4
CCCCNC(=O)O[C@@H]1C[C@@H]2CCN3C(=O)CCC[C@H]([C@H]1CC)[C@H]23	-5.0	-1.7	1.2	0.1	2.0	-2.2	0.9	-5.3	-4.6	2.2
CC(C)(C)n1nnnc1C(c1cccs1)N1CCN(Cc2ccc3c(c2)OCO3)CC1 (stereo unspecified)	-6.9	1.0	-1.0	-2.0	2.0	1.1	0.1	0.7	-0.1	0.2
CCOC(=O)CSc1nnc(CNC(=O)c2cccs2)n1Cc1ccccc1	-5.9	-3.6	0.0	0.8	3.1	-1.1	0.8	-0.1	5.9	-0.7
O=C(O)c1cccc2c1C(=O)N(Cc1ccccc1)C2	-2.6	-7.1	5.1	-1.5	-1.0	3.4	1.3	-0.7	0.6	-4.6
O=C(NNC(=O)c1ccccc1Br)c1cnccn1	1.9	-0.6	-0.9	3.4	-3.3	0.0	-3.7	1.2	-7.5	-2.2
Cc1sc2ncn(CCn3cnc4sc(C)c(C)c4c3=O)c(=O)c2c1C	6.1	2.0	0.2	1.0	-3.8	-2.8	-2.6	1.3	4.0	-4.8

Exported field by field: 2 of the compounds above.
structure: O=C(Nc1ccc(N2CCOCC2)cc1N1CCOCC1)c1ccc([N+](=O)[O-])cc1
  rCAG RNA binder: -2.3	PRMT1 FP inh: -1.4	UHRF1 binding: 1.4	PG9 Ab binder: -0.4	Rev-erbA mod: -0.5	HTRA1 inh: 4.1	LEDGF integ inh: -1.4	mABHD4 FP: 4.8	TCR CD3 inh: -1.1	MBD2 inh: 0.9
structure: O=C(NNC(=O)c1ccccc1Br)c1cnccn1
  rCAG RNA binder: 1.9	PRMT1 FP inh: -0.6	UHRF1 binding: -0.9	PG9 Ab binder: 3.4	Rev-erbA mod: -3.3	HTRA1 inh: 0.0	LEDGF integ inh: -3.7	mABHD4 FP: 1.2	TCR CD3 inh: -7.5	MBD2 inh: -2.2

Additional results.
SMILES	rCAG RNA binder	PRMT1 FP inh	UHRF1 binding	PG9 Ab binder	Rev-erbA mod	HTRA1 inh	LEDGF integ inh	mABHD4 FP	TCR CD3 inh	MBD2 inh
CS(=O)(=O)c1ccccc1C(=O)N1CCN(S(=O)(=O)c2ccc(C3CCCCC3)cc2)CC1	-1.3	-1.6	-1.5	0.7	-4.2	-6.5	-1.6	2.8	1.2	-0.7
Cc1nc(-c2ccc(S(=O)(=O)N3CCCCCC3)cc2)cs1	-0.2	-0.6	1.6	-1.1	-1.1	-23.5	-0.5	2.6	0.4	-0.2
COc1cc(/C=N/c2oc(C)c(C)c2C#N)cc(Br)c1O	1.0	10.3	-3.3	-0.9	-2.9	-19.8	-3.4	-22.1	-18.7	-0.6
CCn1c(CSc2nc3ccccc3s2)nnc1SCC(=O)c1ccc(O)c(O)c1	27.7	16.0	3.5	-0.2	-6.9	54.6*	5.2	20.2	23.2*	1.1
COc1ccccc1OCC(=O)Nc1ccc2c(c1)C(=O)N(CC1CCCO1)C2=O (stereo unspecified)	-0.9	13.3	13.7	0.3	-1.1	-2.2	-1.1	-14.8	-6.9	4.0
c1ccc2sc(NN=C3CCCC3)nc2c1	10.5	0.4	0.0	-1.3	-3.0	11.0	-2.5	37.2*	-8.8	-3.9
ClCC1CSC(=NC23CC4CC(CC(C4)C2)C3)O1 (stereo unspecified)	-6.8	1.1	1.7	0.3	0.5	-12.5	-2.1	5.0	5.3	-6.4
CC(=O)c1ccc(N2CCN(CC(=O)Nc3ccccc3C(=O)NC3CC3)CC2)c(F)c1	-2.9	-1.1	10.7	-1.0	-5.9	-8.1	0.3	0.1	2.5	-1.0
Cc1ccc(C(=O)NCC(=O)N/N=C/c2cccs2)cc1[N+](=O)[O-]	2.6	3.5	-0.5	-0.6	0.1	-1.0	-7.7	-2.9	-0.6	-0.3
Cc1cc(NC(=O)C2=C(O)c3ccccc3S(=O)(=O)N2C)no1	3.7	-3.8	-0.6	-0.4	-5.0&0.8	1.6	-1.4	2.5	2.1	-2.9
CCOc1ccc(NC(=O)CN2CCN(CC(=O)c3ccc(OC)c(OC)c3)CC2)cc1	-2.0	-1.3	-2.7	-2.9	2.6	2.0	1.9	0.2	1.8	2.4
Cc1ccc2c(c1)CCCN2C(=O)Nc1ccc2c(c1)OCO2	0.3	9.3	-9.0	0.1	7.8	7.9	-0.5	8.8	3.8	0.4
Cc1cc(NC(=O)c2ccccc2F)cc(C)c1OCC(=O)N1CCOCC1	-1.6	-2.0	-3.0	-0.6	2.9	1.8	6.8	-6.9	3.0	1.8
O=C(NNC(=O)C1CCN(S(=O)(=O)c2cccc(C(F)(F)F)c2)CC1)C1CC1	4.6	-0.2	-2.9	1.8	-6.7	3.6	1.7	-2.1	-0.1	1.4
O=C(CSc1nc(C2CC2)nc2ccccc12)N1CCCCC1	-3.3	-0.8	-1.2	-1.6	-0.6	-1.9	-2.1	4.0	9.2	-0.8
Cc1ccc2nc(N/N=C\c3ccc([N+](=O)[O-])o3)nc(-c3ccccc3)c2c1	4.4	-3.3	-0.4	-0.6	-0.7	-6.4	-0.7	-4.9	1.6	-4.7
NC(=O)c1ncn([C@@H]2O[C@H](C(=O)N[C@H](Cc3c[nH]c4ccccc34)C(=O)N3CCN(C(=O)N4CCOCC4)CC3)[C@@H](O)[C@H]2O)n1	2.5	1.5	0.9	-0.7	5.5	nt	0.2	9.1	1.6	0.0
COc1ccc(C2/C(=C(/O)c3ccc(Br)cc3)C(=O)C(=O)N2C)cc1OC (stereo unspecified)	3.7	0.9	-7.2	0.4	2.9	7.2	5.1	-0.2	-5.1	-3.3
CC1Cc2ccccc2N1CC(=O)NC(=O)NC(C)(C)C (stereo unspecified)	-8.2	8.4	4.4	-1.8	-1.3	0.9	-7.0	-9.0	-2.5	6.3
CC(=O)Nc1ccc(-c2ccnc3c2CC(C(=O)Nc2cccc(C(F)(F)F)c2)O3)cc1 (stereo unspecified)	1.9	3.3	0.5	-1.1	2.4	nt	-0.2	-11.8	-7.3	5.0
O=C(Nc1cccnc1)c1sc(Nc2ccccc2)nc1-c1ccccc1	-1.6	-2.6	-2.5	-0.9	-11.3	-19.6	-0.1	6.2	3.4	-6.3
Cc1cc(NC(=O)CSc2nc(N)c(NC(=O)c3ccccc3)c(=O)[nH]2)no1	1.0	0.6	0.1	-0.6	1.4	-2.1	1.0	2.4	-0.3	-0.7
CC(=O)Nc1ccc(NCc2ccc(-c3ccccc3)cc2)cc1	-2.1	-3.1	-0.6	-2.8	2.2	6.4	3.1	-10.1	-1.9	-5.6
CC1CCC(NC(=O)CN(C)CC(=O)Nc2ccc(F)cc2)CC1 (stereo unspecified)	-5.1	-1.4	0.8	-0.7	-3.1	8.2	1.8	-3.1	6.8	-3.3
COc1c(Br)cc(Br)cc1/C=N/n1c(C)nnc1C	-4.0	5.0	0.6	1.6	-1.9	2.6	-3.0	6.0	-11.0	1.1
O=P(O)(c1ccccc1)c1ccccc1O	2.3	0.8	-0.3	0.4	-7.6	0.8	-1.9	-1.5	3.1	-3.2
Cc1ccc(-c2c(C)sc3nc[nH]c(=O)c23)cc1C	4.8	5.4	2.7	1.3	1.6	-2.9	-9.6	0.3	-0.5	1.4
CCN(CC)CC(=O)Nc1sc2c(c1C(=O)c1ccccc1OC)CCC2	-2.0	5.5	0.3	0.7	-3.0	-21.7	-3.1	3.4	2.7	4.2
O=C(Nn1cnnc1)c1cc2c(s1)CCCCC2	4.5	-0.5	-2.1	-4.2	-9.1	-0.5	-0.2	5.5	-3.7	-2.7
CC[C@H](CCCc1ccc(F)cc1)CN(Cc1ccc(OC)cc1)S(=O)(=O)c1ccc(C)cc1	3.9	0.5	-1.4	nt	-2.0	nt	-1.5	-0.4	nt	3.6
O=C(Cn1ncc2c(=O)oc3ccccc3c21)NCc1cccnc1	0.0	-2.5	2.6	-2.1	-0.8	1.8	-0.4	1.3	-3.3	-4.7
CS(=O)(=O)N1CC(C(=O)NC2CCCC2)Oc2ccc(Cl)cc21 (stereo unspecified)	0.8	-3.2	2.0	1.2	-0.5	1.8	2.5	-8.1	0.8	2.5
COc1ccc(N2CCN(C(=O)CNC(=O)c3cccs3)CC2)cc1	-5.0	2.0	-0.5	0.9	2.5	1.0	0.4	1.7	-4.8	3.0
C=CCn1c(C)cc(-c2csc(NC(=O)C3CCN(c4ncnc5sc(C)c(C)c45)CC3)n2)c1C	13.8	0.0	-2.8	-1.2	-3.2	-9.4	2.6	-0.9	1.6	-1.4
CCCn1nc(C(=O)NCC2COc3ccccc3O2)c2ccccc2c1=O (stereo unspecified)	-5.0	-5.8	1.1	-0.4	6.5	-12.7	1.4	-7.8	-2.5	-4.0
CCCCc1ccc(NC(=O)CSC2=NN3CCCC(=O)N=C3S2)cc1	4.5	-7.8	7.3	0.2	-5.0	-11.7	3.5	-5.4	-1.1	5.3
CN(CCc1ccccc1)C(=O)c1ccc(NC(=O)Cc2ccc([N+](=O)[O-])cc2)cc1	1.8	-3.1	1.3	-1.6	-1.1	-16.8	-0.9	0.0	6.0	3.0
Cc1ccc(CSCc2nc3ccccc3[nH]2)cc1	-2.6	-0.5	-2.4	1.8	-1.0	-3.5	0.7	-3.8	5.3	3.6
C[C@@H]1CCCCO[C@H](CN(C)C(=O)c2ccncc2)[C@H](C)CN([C@@H](C)CO)C(=O)c2cc(NC(=O)c3ccccc3)ccc2O1	1.8	2.1	1.8	-0.7	7.5	-3.1	2.0	-1.1	-2.9	2.5
NC(=O)c1cc(C(=O)Cc2ccc(Cl)cc2)c[nH]1	0.6	0.6	0.6	-3.3	0.3	-1.7	2.5	2.3	2.5	-0.7
C/C(CC(=O)NCc1ccccc1)=N\NC(=O)c1cnccn1	1.3	-0.8	0.3	-0.8	3.4	9.0	-1.0	-1.7	0.5	2.2
CCOC(=O)c1sc(=S)n(-c2ccc(OC)cc2)c1C	-10.1	3.8	2.6	3.2	-2.1	nt	-4.7	4.0	-7.4	0.1
CCCCC(=O)Nc1ccc(NC(=S)NC(=O)c2cccs2)cc1OC	0.9	-1.9	2.4	-0.5	8.7	-5.2	0.2	-7.5	6.2	11.1
Cn1c2ccccc2c(=O)c2c(=O)n(Cc3ccco3)c(-c3ccc(F)cc3)nc21	4.1	5.9	-1.9	-0.6	-8.6	-2.5	-2.1	-15.0	-5.5	-0.5
COc1ccc(-c2cc3c(c4c2ccn4C)C2CCC3C2)cc1OC (stereo unspecified)	12.7	5.0	-3.0	-1.9	8.0	nt	-3.8	23.0	-6.0	-3.0
Cc1ccc(NC(=O)CSc2nc3nc(C)cc(C)c3c(=O)[nH]2)cc1	2.8	-0.8	-0.5	-0.5	7.7	-6.5	-1.9	-0.3	-0.7	-2.1
